M18AAP inhibitor: blocks P. falciparum M18 aspartyl aminopeptidase; recombinant PfM18AAP, H-Glu-NHMec fluorogenic cleavage; inhibition, % at 7.35 µM; 290,000 tested, 1.2% active; AID 1822;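 active = inhibition above the campaign mean inhibition over all tested compounds plus 3 SD, cut at about 28% in these data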;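 note: 0% = plate median of test compound wells and 100% = 2 mM ZnCl2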
NALP1 inh: blocks the NALP1 inflammasome reconstituted in yeast; inhibition, % at 10 µM; 280,000 tested, 0.61% active; AID 2071; S. cerevisiae NALP1/ASC/caspase-1 growth, X-gal OD620, 72 h; in the data active = inhibition mostly above about 24%, no sharp cut-off; inactive = mostly below about 32%; note: some compounds called inactive have numbers as strong as hits
GPR7 antagonist: antagonists of human GPR7 (neuropeptides B/W receptor 1); P48145; GPR7-expressing cells, fluorescence antagonist assay; inhibition, % at 4.4 µM; 290,000 tested, 1.1% active; in the data active = inhibition above about 16%, passing the limit was not always enough;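 note: cells stimulated with the agonist NPW; 0% = agonist with vehicle and 100% = vehicle without agonist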
PHOSPHO1 block: blocks human PHOSPHO1 phosphatase activity; Q8TCT1; recombinant PHOSPHO1, absorbance phosphatase assay; inhibition, % at 13.3 µM; 290,000 tested, 1.1% active; in the data active = inhibition above about 60%
IDE inh: inhibitors of human insulin-degrading enzyme in cells; P14735; HEK cells, FAbetaB cleavage, fluorescence polarization; inhibition, % at 5.59 µM; 320,000 tested, 0.41% active; AID 434962;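 active = percent inhibition above the average of all tested compounds plus 3 SD, set per screening campaign, cut at about 16% in these data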;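 note: IDE supplied by intact live HEK cells; FP after avidin binding of uncleaved biotin substrate so inhibition keeps polarization high; 0% = DMSO wells and 100% = 60 µM reference IDE inhibitor Ii1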
VIM-2 inh: inhibitors of Pseudomonas aeruginosa VIM-2 metallo-beta-lactamase. purified VIM-2, nitrocefin hydrolysis, epi-absorbance fluorescence. inhibition, % at 5.6 µM. 290,000 tested, 0.89% active. AID 1527;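 active = inhibition above the mean of all tested compounds plus 3 SD, cutoff set per screening run, cut at about 7.5% in these data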;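 note: red hydrolysis product quenches plate fluorescence so inhibitors raise well fluorescence; 0% = enzyme with DMSO and 100% = DMSO without enzyme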
IDE cell activ: activators of human insulin-degrading enzyme in cells; HEK cells, FAbeta-B cleavage, fluorescence polarization; 0% vehicle, 100% cell-free pure enzyme wells; activation, % at 5.96 µM; 340,000 tested, 0.073% active; AID 493087;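 active = activation above the mean of all tested compounds plus 3 SD, set per screening campaign, cut at about 17% in these data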
IMP-1 inh: blocks Pseudomonas aeruginosa IMP-1 metallo-beta-lactamase; purified IMP-1, nitrocefin hydrolysis, epi-absorbance fluorescence; inhibition, % at 5.6 µM; 290,000 tested, 0.45% active;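 active = inhibition above the mean plus 3 SD of all compounds in the same screening run, cut at about 4.5% in these data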;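 note: 0% = IMP-1 with DMSO and 100% = DMSO wells lacking enzyme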
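Assay system: purified IMP-1; Quantity: IMP-1 0.2 nM before substrate addition; Medium: HEPES buffer pH 7.1 with ZnSO4 and Brij 35; Incubation: 15 min enzyme–compound preincubation, then 25 min nitrocefin reaction, 25 °C; Signal: fluorescence quenching readout, ex 480/em 530 nm; Controls: DMSO with and without IMP-1; Repeats: singlicate testing.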
pCIP destab: lowers stability of the mouse p/CIP coactivator protein; Q05BA5; F442A p/CIP-EGFP cells, EGFP fluorescence, 16 h; decrease of EGFP signal, % at 10 µM; 290,000 tested, 0.01% active; AID 1984;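 active = EGFP signal decrease of at least 30% at 10 µM or well 3 SD below plate mean, unless failing retest; inactive = the rest, including hits failing retest or dose response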; note: some compounds called inactive have numbers as strong as hits; many of its hits are not listed in these tables
Target sequence (Q05BA5 1-1403): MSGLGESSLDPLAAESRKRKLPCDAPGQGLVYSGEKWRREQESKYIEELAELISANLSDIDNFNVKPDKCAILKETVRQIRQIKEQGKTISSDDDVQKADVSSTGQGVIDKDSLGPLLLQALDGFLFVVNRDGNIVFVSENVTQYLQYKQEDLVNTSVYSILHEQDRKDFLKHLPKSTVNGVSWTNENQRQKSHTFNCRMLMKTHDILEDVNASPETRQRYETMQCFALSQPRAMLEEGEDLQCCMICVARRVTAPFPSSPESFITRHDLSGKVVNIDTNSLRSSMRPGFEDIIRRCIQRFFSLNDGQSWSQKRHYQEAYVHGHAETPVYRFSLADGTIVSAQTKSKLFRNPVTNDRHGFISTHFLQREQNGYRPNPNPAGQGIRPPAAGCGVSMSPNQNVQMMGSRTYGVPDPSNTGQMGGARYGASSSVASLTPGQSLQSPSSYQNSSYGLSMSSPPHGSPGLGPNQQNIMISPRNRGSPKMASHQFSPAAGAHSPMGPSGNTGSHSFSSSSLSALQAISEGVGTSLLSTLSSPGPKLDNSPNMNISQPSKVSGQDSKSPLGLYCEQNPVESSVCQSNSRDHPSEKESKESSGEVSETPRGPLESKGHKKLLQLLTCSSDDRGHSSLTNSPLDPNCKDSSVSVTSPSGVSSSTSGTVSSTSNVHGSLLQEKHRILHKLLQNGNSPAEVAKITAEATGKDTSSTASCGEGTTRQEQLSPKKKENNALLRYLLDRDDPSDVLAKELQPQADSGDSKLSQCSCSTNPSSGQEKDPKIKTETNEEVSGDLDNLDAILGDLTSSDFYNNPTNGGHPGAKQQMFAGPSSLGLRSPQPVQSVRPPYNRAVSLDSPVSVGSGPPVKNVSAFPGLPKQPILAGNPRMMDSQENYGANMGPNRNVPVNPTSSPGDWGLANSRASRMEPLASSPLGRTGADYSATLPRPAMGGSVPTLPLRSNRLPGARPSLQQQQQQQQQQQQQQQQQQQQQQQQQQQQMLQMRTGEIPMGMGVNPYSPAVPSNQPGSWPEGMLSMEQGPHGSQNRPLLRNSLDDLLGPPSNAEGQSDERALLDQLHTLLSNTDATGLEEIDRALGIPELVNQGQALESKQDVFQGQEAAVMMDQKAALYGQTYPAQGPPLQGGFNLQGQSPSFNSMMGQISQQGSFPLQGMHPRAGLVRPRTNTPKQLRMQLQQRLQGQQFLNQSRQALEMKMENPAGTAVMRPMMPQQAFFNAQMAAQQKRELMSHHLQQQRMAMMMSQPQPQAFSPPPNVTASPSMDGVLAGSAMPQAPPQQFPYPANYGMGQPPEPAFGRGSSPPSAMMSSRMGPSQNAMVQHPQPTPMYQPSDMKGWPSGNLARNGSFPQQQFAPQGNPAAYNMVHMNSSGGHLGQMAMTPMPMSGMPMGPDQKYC
Numbers without * were called inactive; . = no result given. Rows were taken by chance; about 5.3% have a hit in one of these screens.

Compound,M18AAP inhibitor,VIM-2 inh,pCIP destab,PHOSPHO1 block,NALP1 inh,GPR7 antagonist,IDE inh,IDE cell activ,IMP-1 inh
COc1ccc(C2C(C(=O)c3sc(C)nc3C)=C(O)C(=O)N2CCCn2ccnc2)cc1OC (stereo unspecified),12,3.2,-11,42,23,0,-4,-1,-2.5
O=C(Nc1nc2c(Cl)ccc(Cl)c2s1)C1CC1,0,-0.8,-6,5,-5,-14,2,-1,-1.5
COC(=O)c1c(SCC(=O)NC2CCCCC2)[nH]c2ccccc2c1=O,12,2.6,-7,28,7,-6,-2,2,1.2
CCn1c(C)cc(/C=C2/NC(=O)N(Cc3ccccc3F)C2=O)c1C,3,-0.4,5,10,16,1,6,4,-2.3
Cc1nn(-c2ccccc2)c(Cl)c1C(=O)N1CCN(C)CC1,2,-1.9,0,48,-5,-14,-7,6,-3.4
Cc1ccc(S(=O)(=O)Nc2nonc2C)cc1,5,-0.9,-13,14,-4,-9,10,4,-3.1
CC1CCCC(C)N1C(=S)SCC(=O)O (stereo unspecified),-8,1.9,-23,21,5,1,1,-7,-1.4
CO/N=C(/CS(=O)(=O)c1ccc(C)cc1)c1ccc(OC)cc1,5,0.6,-5,0,10,10,-4,4,2.2
CCOC(=O)N1CCN(Cc2nc3ccc([N+](=O)[O-])cc3c(=O)n2-c2cccc(OC)c2)CC1,10,-1.0,4,32,5,-17,2,1,-1.6
Cc1ccc2cc3cc(C(=O)NCCCN4CCCC4)oc3nc2c1,9,4.1,2,34,26,3,3,1,-0.2
CSc1ccc(S(=O)(=O)N2CCC(C(=O)NCCN3CCOCC3)CC2)cc1,0,-3.8,-5,31,5,6,5,-1,-3.7
Nc1nnc(CC(=O)N/N=C/c2ccc([N+](=O)[O-])cc2)s1,16,-2.3,-7,15,.,-1,3,5,-3.1
Cc1cccc(C)c1NC(=S)N/N=C/c1ccc(C(=O)O)cc1,25,-2.0,-18,20,-6,-11,4,8,-2.7
Cc1ccccc1OCC(=O)Nc1sc(C(=O)Nc2cccc(C)c2C)c(C)c1C#N,-1,-1.5,-20,-12,19,-4,3,4,-3.4
Cc1sc2nc(CSc3n[nH]c(N)n3)[nH]c(=O)c2c1C,19,-2.6,27,-71,25,0,2,.,-4.8
COC(=O)C(O)(CC(=O)Nc1cccc(SC)c1)C(F)(F)F (stereo unspecified),2,-1.4,-7,-17,-5,-1,-1,0,-3.2
CCS(=O)(=O)N1CCCC(C(=O)N2CCc3ccccc3C2)C1 (stereo unspecified),-4,-2.5,-9,18,4,-8,-2,-1,-1.4
CN1CCN(S(=O)(=O)c2ccc3c(c2)NC(=O)C2CCCN32)CC1 (stereo unspecified),-8,-0.6,-10,4,6,-15,-1,-3,-2.3
CC(CO)NCC12CC3CC(CC(C3)C1)C2 (stereo unspecified),-3,-2.0,-5,39,23,1,-1,-7,-0.2
Cc1cc(C(=O)OCC(=O)N2CC(=O)Nc3ccccc32)c(C)n1-c1ccc(F)cc1,-2,-0.3,-20,-22,12,-5,4,1,1.8
O=C(NCc1ccco1)c1ccccc1-c1nc(-c2ccc(F)cc2)no1,1,-1.5,13,0,8,-1,7,2,-2.4
CC(C)(O)C#Cc1ccc(C(=O)N2CCN(C(=O)c3ccco3)CC2)cc1,2,-2.8,7,24,-1,6,1,1,-1.9
O=C(CCC(=O)N(CC(=O)NC1CCCC1)C1CCCCC1)Nc1ccccn1,4,0.1,-11,12,-17,-4,3,-1,-3.0
CCOC(=O)C1=C(CSc2n[nH]c(N)n2)NC(=O)NC1C (stereo unspecified),3,-4.1,2,22,11,-10,-4,0,-2.0
Cc1ccc(S(=O)(=O)NCC(=O)NCCc2c[nH]c3ccccc23)cc1C,-7,0.2,-8,20,12,-6,-11,6,-0.1
Cc1cc(NC(=O)CCC2COc3ccccc3O2)no1 (stereo unspecified),2,-1.1,1,7,-15,0,4,-3,-3.3
COc1ccc(CCN2CC(C(=O)N3CCN(C(C)=O)CC3)CCC2=O)cc1 (stereo unspecified),4,-2.2,3,23,11,-7,-2,4,-2.1
Cc1cc(=O)oc(C)c1C(=O)NCC1CCCO1 (stereo unspecified),-2,0.0,-21,3,7,0,2,4,-1.2
Cc1ccc(S[C@@H](CCN2CC[C@H](NC(=O)OCc3ccccc3)CCC2=O)c2ccccc2)cc1,-6,-0.8,-2,-160,1,-9,-2,3,1.1
COc1ccc(C(=O)N2CCCCCC2)cc1S(=O)(=O)N1CCOCC1,-12,0.1,-2,28,18,5,-2,-1,-1.5
Cc1ccc(OCC(=O)N2CCN(C(=O)c3ccco3)CC2)cc1,-2,-2.6,36,8,-4,8,-1,2,-2.8
CCN(CC)S(=O)(=O)c1ccc(N2CCCC2)c(NS(=O)(=O)c2ccc(OC)cc2)c1,-2,-1.1,-8,-9,30,-5,-3,-1,-0.1
CCOC(=O)c1cccnc1SCC(=O)NC(C)CC (stereo unspecified),-4,-2.2,-4,-14,-81,-4,1,10,-2.3
C#CCOCCOCCOCCNc1nc(N2CCN(C(=O)[C@H]([C@@H](C)CC)n3cc([C@@H](N)CO)nn3)CC2)nc(N2CCN(C(=O)[C@H](CCCCN)n3cc([C@@H](N)CC(C)C)nn3)CC2)n1,4,-1.5,-8,36,4,-18,1,.,-2.3
FC(F)(F)c1cccc(Cn2nnnc2-c2cccc(C(F)(F)F)c2)c1,5,-2.0,-4,37,3,-2,-2,-1,-1.0
CC(C)(C)c1nnc2sc(SCCN3C(=O)c4ccccc4C3=O)nn2c1=O,5,3.2,8,-4,7,-1,0,-1,-2.4
COc1cc(OC)cc(C(=O)NCC2CCCN(C(=O)c3oc(C)cc3C)C2)c1 (stereo unspecified),5,-1.9,-13,29,-4,-6,2,-2,-2.4
COc1ccc(/C=N/NC(=O)CC(=O)NCc2cccnc2)c(OC)c1,-12,1.0,7,4,.,-1,5,1,-0.9
COc1cc(NC(=O)CN(C)S(=O)(=O)c2ccc(-c3ccc(=O)[nH]n3)s2)cc(OC)c1,-7,-0.5,-3,7,11,-8,4,-1,0.9
Cc1cccn2c(/C=N/OCc3cccc(F)c3)c(-c3ccc(Cl)cc3)nc12,4,-2.2,-14,-26,-12,-7,-1,0,0.7
COc1cc(C(=O)N[C@@H](C)C(=O)N2CCC3(CC2)NCCc2[nH]cnc23)cc(OC)c1OC,0,-2.5,2,-10,27,-16,-2,7,-1.1
Cc1occc1-c1nnc(SCC(=O)NCCc2ccccc2)n1C(C)c1ccccc1 (stereo unspecified),0,-2.4,-30,26,8,-1,5,-1,-4.2
Cc1ccc(C(=O)NNC(=O)OC(C)(C)C)c(Cl)c1,-8,-4.2,-6,8,-7,-2,5,2,-2.0
O=C(NCc1ccccc1)N(Cc1nc2ccccc2c(=O)[nH]1)C1CCCC1,0,-0.5,-8,-9,0,1,-1,7,-1.1
CC(C)CNS(=O)(=O)c1ccc(CCC(=O)NC2CCCC2)cc1,1,-3.6,-12,30,15,-9,-4,-5,-3.0
O=c1oc(/C=C/c2ccco2)nc2sc3c(c12)CCC3,-11,-2.3,-8,32,15,10,-4,-3,-0.3
Cc1ccc(OCc2ccc(C(=O)Nc3nccs3)o2)cc1C,-4,-3.6,1,11,4,22,4,0,-1.7
C=CCn1c(SCC(=O)Nc2nc3ccccc3s2)nc(O)c(CC)c1=O,-1,-2.2,0,27,.,-2,3,-1,-0.9
O=C(NNC(=O)c1cc(C(F)(F)F)cc(C(F)(F)F)c1)c1ccc(Cl)cc1,-11,-2.7,-17,-2,15,-12,4,.,-2.6
O=C1N(Cc2cccc(Cl)c2)C[C@@H]2C[C@@H](c3ccccn3)N3CCC[C@@]123,-7,-1.9,-6,5,2,-4,3,-5,-4.7

The results go on.
Compound,M18AAP inhibitor,VIM-2 inh,pCIP destab,PHOSPHO1 block,NALP1 inh,GPR7 antagonist,IDE inh,IDE cell activ,IMP-1 inh
CCN1CCN(C(c2cccs2)C(C)NC(=O)c2ccccc2)CC1 (stereo unspecified),5,-2.9,-2,-10,15,-9,3,5,-5.1
Cc1csc2ncc(C(=O)N3c4ccccc4CC3C)c(=O)n12 (stereo unspecified),9,-3.5,-18,-6,14,3,3,1,-5.2
Nc1ccc(C(=O)N2N=C(c3ccc(F)cc3)CC2(O)C(F)(F)F)cc1 (stereo unspecified),-11,-0.9,-4,32,-2,-3,.,6,-0.9
COc1ccc(Cc2nc(N)nc(N)n2)cc1,-1,-4.3,7,18,11,5,2,3,-2.4
CC(C)CC1NC(=S)N(C2CCCCC2)C1=O (stereo unspecified),10,-3.2,-10,35,9,6,6,-3,-2.5
CC(/C=C/c1ccccc1F)=N\NC(=O)c1cccc(F)c1,-6,-1.6,4,12,-1,-8,1,7,-1.7
COCCCNC(=S)N/N=C/c1ccc(OC)c(Br)c1,2,-2.0,-11,27,.,-9,0,2,-1.4
COc1cccc(NC(=O)NNC(=O)c2ccc3c(c2)NC(=O)C(C)(C)O3)c1,23,-2.9,-12,32,-10,-14,7,-2,-2.6
CC1CC(C)CN(S(=O)(=O)N2CCCC(C(=O)NCCCN3CCOCC3)C2)C1 (stereo unspecified),-1,-1.2,-6,24,0,-8,5,3,-2.1
Cc1c(NC(=O)CN2C(=O)NC3(CCCCC3)C2=O)c(=O)n(-c2ccccc2)n1C,1,-1.0,2,4,-11,-14,3,1,-2.7
O=[N+]([O-])c1ccc2c(c1)C(O)n1ncnc1S2 (stereo unspecified),6,-2.2,7,28,8,-17,-2,-2,-2.5
CCNC(=S)NNC(=O)c1ccc(OC)cc1,33*,-4.9,3,37,-9,-4,-4,1,-2.6
Cc1ccc(/C=N/n2c(C)n[nH]c2=S)o1,19,-3.1,-13,-137,1,-15,-1,-5,-5.1
Cc1ccc(/C=N/NC(=O)Nc2ccccc2)o1,-9,-0.7,8,1,35,-3,6,2,-1.0
NS(=O)(=O)c1ccc(CCNC(=O)CNC(=O)c2ccccc2F)cc1,5,-3.0,-2,46,25,0,2,-5,-2.5
NC(=S)Nc1nccc(-c2cccs2)n1,0,-1.2,4,-19,-9,-1,7,1,-1.2
C=CCn1c(Oc2ccc(C(=O)OC)cc2)nc2c1c(=O)n(C)c(=O)n2C,-1,-1.1,-13,11,-8,-5,6,0,-2.7
CN1CCN(C(=O)c2cc(Br)cn2C)CC1,4,-2.7,-8,31,-2,-8,-2,2,-2.8
CC(C)Oc1ccc(C(=O)Nc2cccc3cccnc23)cc1,1,-2.1,-8,43,1,-9,2,1,-2.9

Two records picked at random from those above:
Compound,M18AAP inhibitor,VIM-2 inh,pCIP destab,PHOSPHO1 block,NALP1 inh,GPR7 antagonist,IDE inh,IDE cell activ,IMP-1 inh
CC(C)CNS(=O)(=O)c1ccc(CCC(=O)NC2CCCC2)cc1,1,-3.6,-12,30,15,-9,-4,-5,-3.0
CC1CC(C)CN(S(=O)(=O)N2CCCC(C(=O)NCCCN3CCOCC3)C2)C1 (stereo unspecified),-1,-1.2,-6,24,0,-8,5,3,-2.1

Screening results deposited in PubChem by several laboratories.
